PKM2 act: activators of human pyruvate kinase M2. P14618. purified PKM2, Kinase-Glo ATP luminescence, activation; response scale: 0% is enzyme alone, no compound. hit rate 0.34% among 260,000. Potency, µM (series often up to 57.5 µM), for inactives: top-dose activation, most hits filed as activators. AID 1631; also: potency is read from the fitted curve at half-maximal effect; % is scaled to controls: 0 for no effect and ±100 for the full control effect; nearly all actives have a fitted effect of over 55% in size
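Kinase-Glo luminescence reports ATP generated from ADP (0.1 mM) and PEP (0.5 mM) by purified hPK-M2 after 1 h at room temperature, pH 7.2 imidazole buffer; intermediate enzyme activity allows detecting inhibitors and activators.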
BCR signal inh: chronic active BCR signaling inhibition; ABC-DLBCL IkBa-CBG/CBR reporter, luminescence ratio, 4 h; Potency, µM (titrated, usually from 46.1 µM), without a hit: top-dose ratio change, negative = lower green/red ratio, usual class: inhibitors; hit rate 0.05% among 340,000; active = well fitted inhibition curve with a large enough effect in the signal ratio, with a control signal flat, not every such curve was filed as active; inconclusive = small, poorly fitted or top-dose-only effect, or effect the other way, or a change in a side signal; the % refers to the signal ratio;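 also: potency is read from the fitted curve at half-maximal effect; plate controls were basal doxycycline-induced cells for no effect and cells given 10 µM MG132 for full effect; MG132 reads +100%, hits lower the ratio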
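Cell line TMD8 (human ABC DLBCL), stably expressing tet-inducible CBG68-IkBa fusion and CBR; IMDM/0.5% FBS; cpd up to 46 uM; dox induction, 4 h, 37C/5% CO2; dual luminescence; green/red ratio; MG132 control.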
ASM inhibitor: human S-ASM enzyme inhibition | Potency, µM (doses to about 57.5 µM), without a hit: at the top dose activity change, negative = inhibition, most hits filed as inhibitors | hit rate 0.006% among 340,000 | AID 504937 | P17405 | placental ASM, HMU-PC fluorogenic substrate, 60 min; also: potency is read from the fitted curve at half-maximal effect
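HMU-PC0 cleavage (9 uM final) by human placental ASM, 60 min at 37 °C following 10 min compound exposure at RT; stopped at pH 10, fluorescence Ex 386/Em 447 nm.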
Tb PFK block: inhibitors of T. brucei phosphofructokinase | O15648 | T. brucei PFK, ADP-Glo luminescence | Potency, µM (titrated, usually from 57.5 µM), inactives show at the top dose activity, negative = inhibition, most hits filed as inhibitors | hit rate 0.17% among 330,000;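 also: potency is read from the fitted curve at half-maximal effect; 0% = uninhibited 1x PFK enzyme wells and -100% = no-enzyme wells; nearly all actives have a fitted effect of over 60% in size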
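In TEA buffer at pH 8.0 with 5 mM MgCl2, enzyme (1.25 nM) converted F6P (0.5 mM) and ATP (0.1 mM) for 45 min at room temperature. ADP product was read by luciferase luminescence.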
Integrin act MD: activates integrin-mediated alleviation for muscular dystrophy; alpha7betagal myoblasts, beta-gal FDG fluorescence, 48 h; Potency, µM (highest dose often 38.3 µM), inactives show at the top dose activation, actives largely listed as activators; hit rate 0.064% among 350,000; AID 624291;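 also: potency is read from the fitted curve at half-maximal effect; 100% = response of the positive control SU9516; nearly all actives have a fitted effect of over 60% in size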
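alpha7betagal+/- myoblasts (passage 13, 250/well) treated 48 h at 37C with compounds at 1:260 dilution of DMSO stock. Lysed, then beta-galactosidase activity read as FDG fluorescence (ex 480/em 540) after 30 min, with pre-read for autofluorescence.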
Menin-MLL TR inh: displaces Texas Red mutant MLL peptide from human menin; O00255; Menin + Texas Red MLL mutant peptide, fluorescence polarization; Potency, µM (titrated, usually from 61.6 µM), for inactives: at the top dose FP activity change, negative = inhibition, hits mostly inhibitors; AID 1768; hit rate 0.23% among 270,000; active = well fitted inhibition curve with a large enough effect in the polarisation, with a control signal flat, not every such curve was filed as active; inconclusive = small, poorly fitted or top-dose-only effect, or effect the other way, or a change in a side signal; inactive = no such curve, though single readings can be large or run the other way; the % refers to the polarisation; also: potency is read from the fitted curve at half-maximal effect; % of control where 0% means no effect; many of its hits are not listed in these tables
FBPA coupling cs: inhibits coupling enzyme system, counter-screen for aldolase hits; coupling enzyme system counterscreen, AmpLite Red fluorescence; activity change, negative = inhibition, % at 58.2 µM, hits read low; hit rate 0.67% among 290,000; in the data active = activity change below about -30%; also: % is scaled to controls: 0 for no effect and ±100 for the full control effect
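Fluorescence at 525 nm excitation and 598 nm emission measured inhibition of the coupled detection system without aldolase. Compounds (at 57.5 uM final) were preincubated 10 min at room temperature with coupling enzyme reagent before a 20 min substrate/AmpLite Red step.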
GALK inh: inhibitors of human galactokinase; P51570; Purified GALK, Kinase-Glo residual ATP luminescence; Potency, µM (doses to about 57.5 µM), for inactives: at the highest dose activity change, negative = inhibition, hits mostly inhibitors; hit rate 0.007% among 270,000; AID 1868; also: potency is read from the fitted curve at half-maximal effect; % is scaled to controls: 0 for no effect and ±100 for the full control effect
Target sequence (P51570 whole entry, looked up): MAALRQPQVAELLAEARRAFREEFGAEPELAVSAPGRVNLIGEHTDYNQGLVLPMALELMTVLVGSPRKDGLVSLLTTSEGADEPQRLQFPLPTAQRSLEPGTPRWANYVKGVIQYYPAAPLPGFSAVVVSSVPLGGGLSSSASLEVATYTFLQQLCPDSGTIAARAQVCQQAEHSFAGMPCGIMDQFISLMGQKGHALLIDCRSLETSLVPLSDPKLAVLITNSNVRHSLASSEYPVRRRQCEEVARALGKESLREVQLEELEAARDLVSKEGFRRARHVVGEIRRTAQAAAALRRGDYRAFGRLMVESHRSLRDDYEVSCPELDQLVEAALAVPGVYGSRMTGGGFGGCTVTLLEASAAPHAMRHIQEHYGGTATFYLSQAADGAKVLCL
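5 nM enzyme, 35 uM ATP, 100 uM galactose, 20 mM HEPES pH8.0, 5 mM MgCl2; 1 h RT; residual ATP by Kinase-Glo Plus luminescence, qHTS format.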
TSG101-PTAP inh: blocks PTAP/TSG101 interaction to inhibit HIV-1 budding; Fluorescence polarization, FITC-PTAP peptide / Tsg101 binding; Potency, µM (series often up to 115 µM), inactives show top-dose activity change, negative = inhibition, most hits filed as inhibitors; 340,000 tested, under 10 active; AID 493005; active = well fitted inhibition curve with a large enough effect in the main read-out, with a control signal flat, not every such curve was filed as active; inconclusive = small, poorly fitted or top-dose-only effect, or effect the other way, or a change in a side signal; inactive = no such curve, though single readings can be large or run the other way; also: potency is read from the fitted curve at half-maximal effect; % of control where 0% means no effect
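FP read-out: FITC-PTAP peptide, 50 nM final, binding Tsg101 binding domain, 10 uM final; 20 min, r.t.; 10 mM HEPES pH 7.5, 0.15 M NaCl, 0.01% Tween 20, 3 mM EDTA, 0.1 mM TCEP.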
Giardia killer: kills Giardia lamblia; activity change, % at 7.66 µM, hits read low; hit rate 0.15% among 340,000; Giardia lamblia trophozoite viability; in the data active = activity change below about -80%; inconclusive = between about -30% and that limit;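 also: parasites exposed to compound for two days anaerobically before the ATP read; % is scaled to controls: 0 for no effect and ±100 for the full control effect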
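Anaerobic 48 hrs incubation at 37 deg C of 100 trophozoites/well with test compounds; ATPLite 1-Step luminescence, 15-30 min RT, reports cellular ATP as viability.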
B2AR arrestin: recruits beta-arrestin to the human beta2-adrenergic receptor. beta-arrestin recruitment to beta2AR, cell-based reporter. hit rate 0.02% among 330,000. Potency, µM (highest dose often 46.1 µM), inactives show top-dose activation, hits mostly activators. P07550;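 also: potency is read from the fitted curve at half-maximal effect; 0% = DMSO controls and full agonism = EC100 isoproterenol or metaproterenol; nearly all actives have a fitted effect of over 65% in size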
Target sequence (P07550 whole entry, looked up): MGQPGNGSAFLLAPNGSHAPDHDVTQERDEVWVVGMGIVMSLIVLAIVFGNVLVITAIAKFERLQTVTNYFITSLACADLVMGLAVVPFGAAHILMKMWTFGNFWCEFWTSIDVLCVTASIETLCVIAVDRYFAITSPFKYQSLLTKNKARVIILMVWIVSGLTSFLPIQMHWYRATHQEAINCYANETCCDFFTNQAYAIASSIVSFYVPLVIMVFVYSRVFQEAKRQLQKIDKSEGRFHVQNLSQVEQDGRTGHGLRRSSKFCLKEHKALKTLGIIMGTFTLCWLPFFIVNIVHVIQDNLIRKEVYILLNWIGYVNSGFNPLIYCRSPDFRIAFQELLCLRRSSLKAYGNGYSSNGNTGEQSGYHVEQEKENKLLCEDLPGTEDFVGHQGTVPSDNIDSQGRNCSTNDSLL
* marks the source's active call; other numbers are inactive results; ? = inconclusive; / = not tested or not shown; & = joins results of further samples; [ ] = another dose, or the depositor's remark. Unless noted, calls follow the shape of the dose curve; as a rule, active = well fitted curve in the direction sought with a large enough effect; inconclusive = small, poorly fitted or top-dose-only effect, or another doubt; inactive = no such curve, though single readings can be large; an effect the other way counts as inactive or inconclusive. An excerpt (hit frequency here may not be typical).

SMILES	PKM2 act	BCR signal inh	ASM inhibitor	Tb PFK block	Integrin act MD	Menin-MLL TR inh	FBPA coupling cs	GALK inh	TSG101-PTAP inh	Giardia killer	B2AR arrestin
CC(=O)Nc1ccc(OS(=O)(=O)c2ccc(C(C)(C)C)cc2)cc1	-2.8%	-6.5%	/	-5.7%	/	?	-1.0	3.4%	/	/	3.1%
COc1cc(NC(=O)c2ccco2)c(OC)cc1NC(=O)Nc1ccc(Cl)cc1	1.8%	11.1%	-7.6%	2.1%	0.8%	?	-1.5	0.5%	-4.3%	18.0	-0.1%
Cc1ccc(NC(=O)CN2C(=O)c3ccccc3C2=O)cc1	-21.3%	2.7%	1.0%	-3.2%	1.3%	5.0%	0.4	1.3%	0.7%	-24.9	0.4%
O=C(OCCCOC(=O)c1ccc(O)cc1)c1ccc(O)cc1	/	?	-4.9%	-10.6%	13.3%	/	/	0.6%	-1.3%	9.5	-0.1%
Cc1cc2oc(=O)cc(Cn3ccnc3)c2cc1O	/	-7.7%	1.5%	-0.6%	-10.5%	?	-1.1	-0.6%	3.1%	3.1	-0.7%
O=C(CNC(=O)c1cccs1)OCC(=O)c1ccc2ccccc2c1	0.2%	0.4%	0.5%	-1.0%	4.1%	10.1%	-0.5	-6.2%	1.0%	5.6	-0.1%
COc1ccc(C2CC(c3ccc(Br)cc3)=NN2C(=S)Nc2ccccc2)cc1 (stereo not given)	0.5%	-9.3%	-3.7%	-0.1%	23.2%	-8.0%	-1.9	-0.2%	-1.5%	-11.8	0.0%
Cc1cc(C)n2cc(CSc3nc4ccccc4[nH]3)nc2n1	?	0.0%	-1.3%	0.0%	27.0%	11.5%	0.5	1.1%	0.2%	-8.0	-0.3%
Cc1ccc(C(=O)NCCCC(=O)O)o1	-1.5%	?	2.5%	1.0%	2.2%	9.9%	-0.3	0.8%	2.2%	8.4	-0.1%
Cc1onc(-c2ccccc2Cl)c1C(=O)NCCN1Cc2ccccc2C1=O	7.0%	-1.4%	1.5%	1.8%	-14.3%	0.1%	3.4	2.6%	-3.9%	6.0	-1.6%
O=C(c1ccco1)N1CCN(S(=O)(=O)c2ccc(Cl)cc2)CC1	4.2%	?	2.2%	0.9%	28.1%	3.0%	3.7	-0.9%	0.9%	24.2	-0.8%
COc1ccc(NC(=O)COC(=O)c2ccc(OCc3ccc(Cl)cc3Cl)c(OC)c2)c(OC)c1	-12.1%	13.6%	0.4%	3.4%	25.4%	14.6%	1.6	0.1%	-3.2%	-15.5	-0.4%
CCN1CCN(C(=S)Nc2ccc(Cl)c(Cl)c2)CC1	-1.7%	2.6%	2.0%	-26.3%	-22.9%	4.7%	0.8	-1.2%	0.8%	-20.2	0.5%
CCN(CC)S(=O)(=O)c1ccc(C(=O)NNC(=O)c2csc(N3CCOCC3)n2)cc1	/	0.6%	1.6%	-9.1%	0.0%	/	/	/	-1.3%	1.5	0.5%
Cc1ccc(S(=O)(=O)NNC(=O)c2ccncc2)cc1	3.5%	-2.1%	4.6%	9.3%	-10.6%	9.7%	2.8	0.7%	-1.5%	-27.9	-0.6%
O=S(=O)(Cc1ccccc1)Cc1cnc(Cl)s1	-0.5%	6.8%	-1.7%	-6.5%	11.3%	4.6%	2.6	3.8%	-2.2%	-0.2	0.1%
COC(=O)c1ccccc1NC(=O)Nc1cc(C)ccn1	-0.4%	?	19.4%	-1.1%	-22.2%	8.3%	1.5	-1.2%	3.8%	31.5[activator]	-0.7%
COc1ccc2nc(N3C(=O)C(O)=C(C(=O)c4ccco4)C3c3ccccc3OC)sc2c1 (stereo not given)	/	?	1.1%	4.0%	-14.1%	/	/	-3.8%	-0.4%	27.3	0.1%
O=C(COC(=O)c1cncc(Br)c1)NC1CCCCC1	-0.9%	-22.8%	2.5%	1.4%	-19.6%	7.6%	-0.1	-1.0%	-4.3%	3.5	-0.3%
CS(=O)(=O)c1nc2ccccc2n1Cc1ccccc1	6.5%	-11.0%	2.6%	1.4%	-25.1%	-19.8%	2.0	-3.6%	-4.0%	-21.3	-0.3%
O=C1/C(=C/c2ccncc2)SC(=S)N1Cc1ccccc1	22.9%	?	-20.3%	-4.9%	0.0%	/	-3.4	3.4%	-0.8%	-4.1	3.6%
c1ccc(-n2nnnc2NC2CCCCCC2)cc1	3.4%	?	-2.4%	0.3%	-17.5%	-7.6%	1.6	1.9%	-7.1%	6.4	0.0%
Cc1nn(C)c(C(=O)Nc2ccc(Cn3cccn3)cc2)c1[N+](=O)[O-]	-1.9%	4.8%	4.9%	0.5%	30.3%	8.9%	1.5	-3.7%	0.9%	-3.2	-0.3%
COc1ccccc1C(=O)NCC(c1ccco1)N1CCc2ccccc21 (stereo not given)	/	?	-3.6%	-15.6%	11.9%	/	/	/	-0.3%	12.0	3.8%
CC(C)c1c(C(=O)N/N=C/c2ccoc2)nnn1-c1nonc1N	/	10.6%	-2.6%	-3.0%	-4.8%	/	/	-1.1%	-6.8%	3.6	-0.7%
Cc1ccc(NC(=S)N2CCN(c3ncccn3)CC2)c(C)c1	-3.8%	8.1%	1.7%	-0.6%	1.9%	1.8%	-1.3	0.7%	-1.4%	16.3	-1.9%
COC(=O)c1ccc(C(=O)OC)c(NS(=O)(=O)c2ccc(NC(C)=O)cc2)c1	3.3%	-0.1%	461.2%[activator]	1.0%	1.1%	-18.7%	3.9	3.7%	-9.2%	11.4	0.1%
Cn1nc(C(=O)NCCc2ccc(S(N)(=O)=O)cc2)c2ccccc2c1=O	-4.2%	-18.2%	2.2%	2.9%	14.3%	/	-3.1	/	-0.6%	7.7	-0.6%
Cc1[nH][nH]c(=O)c1C(c1cc([N+](=O)[O-])ccc1O)c1c(C)[nH][nH]c1=O	22.4%	1.1%	-4.1%	0.0%	7.5%	-13.5%	-16.9	-2.7%	-1.0%	8.4	8.8%
Cc1cc(Nc2cccc(Cl)c2Cl)n2ncnc2n1	-0.6%	-10.1%	-1.7%	1.2%	15.4%	0.7%	-1.2	0.3%	-4.5%	18.6	-0.9%
COC(=O)c1c(NC(=O)C(C)C)sc(C(=O)N2CCOCC2)c1C	/	-1.8%	3.6%	-14.9%	12.6%	9.9%	1.2	-1.8%	-1.1%	12.4	0.0%
CC(C)[C@@H](C(=O)N1CCNCC1)n1cc(CCO)nn1	-4.5%	-0.1%	1.4%	2.9%	-12.6%	13.1%	5.2	1.1%	-0.4%	-13.5	-0.6%
COC(=O)[C@@]1(C)[C@H]2C(=O)N(Cc3ccccc3)C(=O)[C@H]2[C@H]2CN=C(SCc3ccc(C#N)cc3)N21	/	?	5.9%	-3.7%	6.6%	/	/	/	-9.9%	4.9	-0.2%
Cc1ccc(CNS(=O)(=O)c2cc3c4c(c2)C(C)C(=O)N4CCC3)cc1 (stereo not given)	/	0.0%	2.2%	0.1%	23.5%	/	/	-1.0%	-2.0%	7.1	0.5%
C[C@]1(C(=O)NCc2cc(F)cc(C(F)(F)F)c2)C=C[C@@H](Cc2ccccc2)N1C(=O)c1ccccc1	-2.7%&-0.1%	?	-3.2%	0.6%	10.2%	-0.2%&0.5%	-0.5&-1.3	/	1.3%	19.6	-0.2%
CCCNC(=O)CCCCn1c(=S)[nH]c2c([nH]c3ccc(OC)cc32)c1=O	-12.2%	-7.3%	11.3%	0.2%	0.3%	-16.4%	-1.1	3.7%	-5.5%	-6.0	-0.1%
Cc1ccc2oc(=O)n(Cc3ccc(F)cc3)c2c1	/	-1.2%	-4.0%	0.0%	-15.0%	-18.7%	2.4	-1.8%	-0.7%	-4.1	0.6%
CC1=CC2=NC(=O)/C(=C/c3cccs3)C(=N)N2O1	-3.5%	11.1%	-0.4%	-3.3%	12.2%	/	0.2	3.7%	-1.0%	-3.2	2.6%
Cc1ccccc1S(=O)(=O)/N=C(/c1ccccc1)N1CCOCC1	-0.5%	-12.9%	-0.9%	-3.7%	0.0%	-17.1%	0.1	5.7%	1.7%	12.1	-0.1%
COC(=O)c1ccccc1NC(=S)N(Cc1ccc2c(c1)OCO2)Cc1cc2ccc(C)cc2[nH]c1=O	-1.8%	0.7%	-7.9%	5.5%	2.3%	?	-3.9	-0.3%	-2.3%	-18.5	0.1%
O=C(OCCCCN1C(=O)c2ccccc2C1=O)c1ccc(Br)o1	5.6%	-5.9%	-5.1%	2.1%	-7.0%	0.9%	-0.1	0.8%	-2.6%	-3.1	0.4%
CCN(CCNc1ccc(Cl)cc1[N+](=O)[O-])C(=O)c1cc([N+](=O)[O-])c(N(C)C)cc1OC	-0.1%	?	-21.1%	-2.3%	-46.8%[inhibitor]	0.6%	-1.3	-2.8%	-7.2%	6.1	0.2%

Screening data from PubChem BioAssay.
